Screening results deposited in PubChem by National Center for Advancing Translational Sciences (NCATS).
D2 ag: HTS Assay for Allosteric Agonists of the Human D2 Dopamine Receptor: Primary Screen for Agonists. AID 485358, 2010. HEK293 T-REx D2 cells, calcium flux agonist mode. activation, % at 2 µM. D(2) dopamine receptor (Homo sapiens), P14416. 340,000 compounds, 0.53% hits;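 active means activation over 3 SD above normal in the single-dose calcium agonist read, cut at about 30% in these data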; further: 0% is about no effect
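Agonism is scored from calcium flux in a force-coupled, inducible HEK293 cell line expressing D2, read kinetically for 180 s after compound addition against dopamine controls.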
12-LOX inh: Primary qHTS assay for inhibitors of human arachidonate 12S-lipoxygenase (ALOX12): Round 2 | 580,000 compounds, 1.1% hits | purified 12hLO, xylenol orange hydroperoxide absorbance | Potency, µM (series often up to 108 µM), without a hit: top-dose activity change, negative = inhibition, actives largely listed as inhibitors | Polyunsaturated fatty acid lipoxygenase ALOX12 (Homo sapiens), P18054 | AID 1671190, 2021; further: potency means the concentration at half of the fitted maximal effect; on the % scale 0 is the no-effect control and ±100 the full control effect
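Hydroperoxide product was detected by ferrous iron/xylenol orange as the 573 to 405 nm absorbance ratio. Arachidonic acid at 40 uM (final) was turned over for 30 min at room temperature by 150 nM human 12hLO, pH 7.0 Hepes buffer, after 15 min compound preincubation.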
Vif-APOBEC3G blk: qHTS for Inhibitors of Vif-A3G Interactions: qHTS | DNA dC->dU-editing enzyme APOBEC-3G (Homo sapiens), Q9HC16 | HeLa A3G-eYFP + Vif (tagged APOBEC3G with the HIV-1 protein that degrades it), YFP fluorescence, overnight | Potency, µM (series often up to 46.1 µM), for inactives: at the top dose activity, negative = active, most hits filed as inhibitors | 410,000 compounds, 0.076% hits | AID 602310, 2012;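 further: potency means the concentration at half of the fitted maximal effect; on the % scale 0 is the no-effect control and ±100 the full control effect; nearly all actives have a fitted effect of over 60% in size; hits raise eYFP signal because A3G escapes Vif-driven loss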
Target sequence (Q9HC16 whole entry, looked up): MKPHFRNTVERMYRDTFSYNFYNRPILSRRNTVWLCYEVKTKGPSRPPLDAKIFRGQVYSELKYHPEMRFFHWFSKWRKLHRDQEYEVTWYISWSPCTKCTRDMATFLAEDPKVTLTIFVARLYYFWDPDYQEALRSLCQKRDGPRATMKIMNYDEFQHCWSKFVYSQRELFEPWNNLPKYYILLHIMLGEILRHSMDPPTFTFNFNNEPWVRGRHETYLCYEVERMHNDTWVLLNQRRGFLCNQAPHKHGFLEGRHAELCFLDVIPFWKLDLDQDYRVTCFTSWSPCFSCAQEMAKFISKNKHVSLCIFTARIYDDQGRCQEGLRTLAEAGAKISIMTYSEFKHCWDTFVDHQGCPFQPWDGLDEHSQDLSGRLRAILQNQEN
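HeLa cells stably expressing Vif and C-terminally eYFP-tagged A3G, seeded overnight at 37 deg C, then exposed to compound by pintool overnight at 37 deg C. Rise in yellow fluorescence (Ex 488/Em 500-530, Acumen) marks blocked Vif-driven A3G degradation.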
LDHA block: qHTS assay for inhibitors of human lactate dehydrogenase | purified LDHA, NADH/diaphorase-resazurin fluorescence; stronger effect = lower value | activity change, % (values are at about 110 or 230 µM) | 480,000 compounds, 0.15% hits; in the data active means activity change below about -30%; inconclusive means mostly about -25% to -30%;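 further: plate controls were DMSO wells for no effect and wells without enzyme for full effect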
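Remaining NADH was detected by diaphorase (0.133 mg/mL) converting 37 µM resazurin to fluorescent resorufin, read at 0 and 20 minutes. The preceding 5-minute room-temperature reaction used 2 nM LDHA, 0.2 mM sodium pyruvate and 0.06 mM NADH at pH 7.4.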
RGS4 inhibitor: Inhibitors of Regulator of G Protein Signaling (RGS) 4: qHTS. Regulator of G-protein signaling 4 (Homo sapiens), P49798. Transcreener GDP fluorescence polarization, RGS4-accelerated GTP hydrolysis. Potency, µM (series often up to 114 µM), inactives show at the highest dose activity change, negative = inhibition, most hits filed as inhibitors. 390,000 compounds, 0.039% hits. AID 504845, 2011; further: potency means the concentration at half of the fitted maximal effect; on the % scale 0 is the no-effect control and ±100 the full control effect; nearly all actives have a fitted effect of over 75% in size; some results filed as inactive show a strong effect at the top dose
Target sequence (P49798 whole entry, looked up): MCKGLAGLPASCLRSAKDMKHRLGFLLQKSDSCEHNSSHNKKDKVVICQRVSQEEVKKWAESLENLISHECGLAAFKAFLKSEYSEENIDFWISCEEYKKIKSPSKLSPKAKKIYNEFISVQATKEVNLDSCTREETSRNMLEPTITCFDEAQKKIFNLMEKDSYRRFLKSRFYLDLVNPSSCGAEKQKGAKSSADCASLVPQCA
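MLSMR compounds (23 nl, pin-transferred) preincubated 10 min at room temperature with a 500nM (2x) first reagent, then RGS4 at 900nM (2x) plus Transcreener GDP mix added; fluorescence polarization (620/688 nm) read before and after 90 min at 30 °C.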
ERG Ets-DNA blk: qHTS for Small Molecule Inhibitors of the ERG Ets/DNA interaction | Transcriptional regulator ERG (Homo sapiens), P11308 | fluorescence polarization, His-ERG Ets domain / labelled DNA | Potency, µM (titrated, usually from 76.9 µM), inactives show top-dose FP activity, negative = inhibition, most hits filed as inhibitors | 370,000 compounds, 0.028% hits; active means well fitted inhibition curve with a large enough effect in the polarisation, with a control signal flat; inconclusive means small, poorly fitted or top-dose-only effect, or effect the other way, or a change in a side signal; inactive means no such curve, though single readings can be large or run the other way; the % refers to the polarisation;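 further: polarization taken with two DNA probes labelled with fluorescein and Texas red; potency means the concentration at half of the fitted maximal effect; % of control where 0% means no effect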
Target sequence (P11308 whole entry, looked up, the tested form may be a part): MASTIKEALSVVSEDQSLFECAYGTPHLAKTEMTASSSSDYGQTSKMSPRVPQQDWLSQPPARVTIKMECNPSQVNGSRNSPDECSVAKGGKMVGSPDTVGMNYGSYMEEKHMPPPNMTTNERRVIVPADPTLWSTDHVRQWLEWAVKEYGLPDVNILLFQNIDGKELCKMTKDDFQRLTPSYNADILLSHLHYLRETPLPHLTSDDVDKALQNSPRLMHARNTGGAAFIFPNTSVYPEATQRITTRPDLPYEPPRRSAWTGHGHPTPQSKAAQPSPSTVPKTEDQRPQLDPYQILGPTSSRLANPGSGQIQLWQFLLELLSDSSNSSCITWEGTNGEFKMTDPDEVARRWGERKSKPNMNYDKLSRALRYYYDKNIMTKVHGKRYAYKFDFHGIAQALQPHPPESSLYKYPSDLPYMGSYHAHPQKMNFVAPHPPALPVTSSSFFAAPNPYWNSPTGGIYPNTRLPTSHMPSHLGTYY
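His-tagged ERG Ets domain (1 uM in the protein solution; 300mM KCl, 50mM Tris-HCl, 1mM EDTA, 1mM DTT, pH 7.5) received compound, then a probe mix of 5 nM fluorescein-DNA and 100nM Texas-615-DNA. Fluorescence polarization was read for both dyes.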
D2 antagonist: HTS Assay for Allosteric Antagonists of the Human D2 Dopamine Receptor: Primary Screen for Antagonists; 340,000 compounds, 2% hits; D(2) dopamine receptor (Homo sapiens), P14416; HEK293 TREx D2 cells, calcium flux, dopamine EC80; AID 485344, 2010; inhibition, % at 10 µM; in the data active means inhibition above about 30%; further: 0% is about no effect
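Overnight-induced (tetracycline, 30 C) HEK293 T-REx cells carrying force-coupled D2 receive a no-wash calcium dye, then compound, then EC80 dopamine at 180 s; signals are read kinetically throughout.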
GRP78 ERSR act: qHTS for Inducers of the Endoplasmic Reticulum Stress Response (ERSR) in Human Glioma: qHTS; U87-MG GRP78 promoter luciferase reporter, 16 h; Potency, µM, for the others: top-dose activation, hits mostly activators; 420,000 compounds, 0.02% hits; further: potency means the concentration at half of the fitted maximal effect; series mostly up to about 76 µM; % of control where 0% means no effect; nearly all actives have a fitted effect of over 35% in size
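Stably transfected U87-MG glioma cells carrying a GRP78-based luciferase sensor; 16 h compound incubation. Luminescence end-point read 10 min after Bright-Glo addition at room temperature.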
Vif-A3F inh: qHTS for Inhibitors of Vif-A3F Interactions: qHTS. HeLa A3F-eYFP + Vif (tagged APOBEC3F with the HIV-1 protein that degrades it), YFP fluorescence increase. Potency, µM (titrated, usually from 46.1 µM), for the others: at the top dose activity, negative = active. 390,000 compounds, 0.2% hits; further: potency means the concentration at half of the fitted maximal effect; % of control where 0% means no effect; nearly all actives have a fitted effect of over 65% in size
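HeLa cells stably expressing A3F-eYFP plus Vif, plated and incubated overnight at 37 deg C, then exposed to compounds overnight at 37 deg C. Blocked degradation read as raised yellow fluorescence (Ex 488/Em 500-530).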
An asterisk follows results filed as active; ? = inconclusive; nt = not tested or not shown; & = joins results of further samples; [ ] = remark or other dose. Unless noted, the call rests on the fitted dose curve; in most records, active means well fitted curve in the direction sought with a large enough effect; inconclusive means small, poorly fitted or top-dose-only effect, or another doubt; inactive means no such curve, though single readings can be large; an effect the other way counts as inactive or inconclusive. Some of the compounds tested. The share of hits here may be higher or lower than overall.

The line under a structure holds: ERG Ets-DNA blk | D2 ag | D2 antagonist | Vif-A3F inh | Vif-APOBEC3G blk | LDHA block | GRP78 ERSR act | 12-LOX inh | RGS4 inhibitor
O=C(O)c1ccccc1C(=O)NNc1ccc(Cl)cc1Cl
    -6% | -0.1 | 18 | ? | -2% | -3 | 4% | ? | ?
Cc1ccc2ncnc(Nc3ccccc3)c2c1
    11% | 1.3 | -2 | 0% | 1% | -2 | 1% | 1% | -16%
CCn1nc(C(=O)Nc2ccccc2C)c(Cl)c1Cl
    -8% | nt | nt | -3% | 0% | 0 | 1% | -14% | -19%[11.4 µM]
COc1cccc(NC(=O)CC2S/C(=N\S(=O)(=O)c3ccccc3)N(c3ccccc3)C2=O)c1 (stereo not given)
    -1% | 0.1 | -10 | 6% | -2% | -6 | -1% | 0% | 5%
CCn1cc([N+](=O)[O-])c(C(=O)Nc2ccc(Cn3nc(C)cc3C)cc2)n1
    -2% | -0.9 | -8 | -4% | -4% | -10 | -4% | 7% | -6%
COc1nccnc1NS(=O)(=O)c1ccc(N=Cc2c(C)[nH]n(-c3ccccc3)c2=O)cc1
    -10% | -1.0 | 4 | ? | 3% | -6 | -5% | 1% | -3%
Cn1ccnc1Sc1nc2c(c(=O)n(C)c(=O)n2C)n1C
    nt | -0.2 | 14 | -7% | 1% | -2 | -5% | 0%[57.4 µM] | -12%
Cc1ccc(Nc2nc3c(c(=O)[nH]2)CCCC3)cc1
    -1% | -1.6 | 17 | 0% | -4% | 0 | -1% | 9% | 3%
C=CCSc1nnc(NC(=O)C2CC(=O)N(Cc3ccc(C)cc3)C2)s1 (stereo not given)
    -3% | 0.2 | -12 | -1% | -4% | -3 | -2% | ? | 20%
CCOc1ccc(C(=O)Nc2ccc(N3CCN(C)CC3)cc2)cc1Br
    18% | -1.8 | 12 | 12% | -1% | -4 | 0% | 0% | -15%
O=C(c1cc2cc(Cl)cc(Cl)c2oc1=O)N1CCOCC1
    -2% | -0.6 | -8 | -23% | -11% | -1 | -5% | 141%[activator] | -2%
COc1ccc(Br)cc1C(=O)NC(=S)Nc1ccc2[nH]c(=O)[nH]c2c1
    2% | 1.0 | -5 | 1% | -1% | -7 | -2% | -23% | -11%
CCN(c1ccc(OC)cc1)S(=O)(=O)c1ccc2[nH]c3c(c2c1)CCCCC3
    6% | 0.3 | nt | 5% | 2% | -2 | -3% | -16% | 17%
COC(=O)c1c(NC(=O)C2CCCO2)sc2c1CCC2 (stereo not given)
    -7% | 0.7 | -2 | nt | -6% | -3 | -5% | -21% | -27%
Cc1ccc(N=C(NO)c2nonc2N)cc1
    -14% | 0.7 | -8 | -2% | 0% | -3 | -3% | -14% | 12%
CCn1c(SCC(=O)Nc2ncc(C(F)(F)F)cc2Cl)nnc1-c1ccccc1
    12% | -1.1 | -7 | -6% | -1% | 0 | 0% | -12% | 3%
CC(C)CNC(=S)N(CCCN(C)C)Cc1cc2cc3c(cc2[nH]c1=O)OCCO3
    2% | 0.6 | 20 | 1% | -3% | -5 | 1% | 0% | -7%
COC(=O)c1cc(-c2ccc(Br)cc2)c2c(=O)n(C)c(=O)n(C)c2n1
    -7% | 0.2 | -4 | 0% | 2% | -6 | -2% | -16% | 7%
O=C(COC(=O)/C=C/c1ccc(S(=O)(=O)N2CCCCCC2)cc1)NCc1ccccc1Cl
    16% | 1.5 | 1 | -5% | 4% | -6 | -4% | -8% | -29%
Cc1ccc(NC(=O)c2ccc(F)cc2)cc1S(=O)(=O)N1CCCCCC1
    12% | 1.1 | 10 | -2% | -3% | 0 | -4% | -7% | 16%
COc1ccc(N(CC(=O)NCc2ccco2)S(C)(=O)=O)cc1OC
    -1% | nt | nt | -2% | -1% | -3 | -4% | 7% | -8%
CCNC(=O)c1ccc(-n2c(-c3ccccc3)cc3c2CCCCC3)cc1
    1% | -0.1 | nt | -5% | -9% | -2 | -2% | -7% | 5%
Cn1c(-c2ccc(C(=O)c3ccccc3)s2)nc2ccccc21
    3% | nt | nt | -5% | 1% | -6 | -3% | 32%[activator] | 4%
O=[N+]([O-])c1ccc(NC(=S)NCCc2ccc(F)cc2)cc1
    3% | 1.9 | 2 | -28% | -11% | -9 | -3% | ? | -35%
Cc1noc(C)c1C(=O)N1CCC1(C)C(=O)NS(=O)(=O)c1ccc(C#N)cc1 (stereo not given)
    nt | nt | nt | nt | -2% | -5 | -2% | -26% | nt
CCOc1ncccc1C(=O)NCc1cccc(OC)c1
    -5% | 0.5 | 15 | 1% | 0% | -3 | -1% | -10% | -14%
CCCCN1CCc2nc(Nc3ccc(OC)cc3OC)ncc2C1
    1% | nt | nt | nt | nt | 9 | nt | -5% | 21%
Cc1cc2ccccc2cc(C)c1=O
    0% | 0.2 | 10 | -20% | -5% | -5 | -2% | 0% | 52%
Cc1cc(C)n(CCCNC(=O)c2ccco2)n1
    17% | 0.1 | -33 | 1% | -1% | 2 | -5% | -12% | 2%
CC(C)(C)Nc1nc(SCC(=O)Nc2ccccc2Cl)nc(N2CCOCC2)n1
    8% | 0.2 | 0 | -24% | -6% | 0 | 6% | 17% | 4%
CSCC[C@H](NC(=O)NC1CCCC1)C(=O)O
    6% | 0.5 | -12 | 2% | 4% | -1 | 2% | 7% | -20%
Cc1ccc(NC(=O)OCc2cn(-c3ccc(Cl)cc3)nn2)cc1
    4% | -0.2 | 4 | -6% | 2% | -3 | -4% | -8% | -40%
COc1ccc(CNc2nc3ccc(C)cc3s2)c(OC)c1OC
    7% | 1.1 | -13 | -6% | 2% | 1 | 4% | -2% | -13%
CC(=O)c1ccc(NC(=O)c2ccc3c(c2)N(Cc2cccc(Cl)c2)C(=O)c2ccccc2S3=O)cc1 (stereo not given)
    -3% | 0.1 | nt | 3% | -2% | -5 | -4% | 1% | 22%
CCS(=O)(=O)N1CCN(S(=O)(=O)c2ccccc2)CC1
    4% | 0.5 | -12 | 0% | -4% | -6 | 1% | -19% | 39%
Cc1c(Br)c([N+](=O)[O-])nn1CC(=O)NCC1CCCO1 (stereo not given)
    8% | -0.5 | 0 | -4% | -5% | -1 | -4% | 0% | 7%
CCc1nc2ccc(C(=O)NCc3ccccc3OC)cn2c1N(C)C(=O)Cc1ccccc1
    nt | nt | nt | nt | -6% | -6 | -3% | -2% | nt
CC12CN3CCN(CC(C3)C1(O)CN1CCCCC1)C2 (stereo not given)
    -1% | 0.1 | -4 | -4% | 0% | -5 | -7% | 0% | 29%
COc1ccccc1OCC(=O)N(Cc1ccco1)Cc1ccccc1F
    1% | nt | nt | 0% | 5% | -4 | -2% | -8% | 16%
CNC(=O)c1[nH]nc2c1CCc1cc(OC)ccc1-2
    0% | -1.7 | 17 | -4% | 4% | 15 | 3% | 11% | -35%[56.9 µM]
CC1CCCCC1NC(=O)c1cccc(S(=O)(=O)N2CCN(C)CC2)c1 (stereo not given)
    8% | 0.2 | -3 | -5% | -1% | -1 | -5% | 10% | 10%
O=C(NC(=S)N1CCCC1)c1cccc([N+](=O)[O-])c1
    -14% | 1.3 | -1 | -30% | 3% | -1 | -2% | 99%[activator] | -9%
CC(=O)c1ccc(NS(=O)(=O)c2ccc3c(c2)CCC(=O)N3)cc1
    -12% | 0.1 | 5 | 2% | -4% | -1 | -3% | 6% | -9%
COc1cc(CNC(=O)c2ccc3c(c2)S(=O)(=O)c2ccccc2C3=O)cc(OC)c1
    7% | nt | nt | 2% | -12% | 0 | -1% | 2% | 5%
Cc1ccc(S(=O)(=O)N(C)C)cc1NC(=O)COC(=O)c1c(C)noc1C
    -2% | -0.4 | -12 | 7% | 0% | -4 | -2% | 0% | 5%
Cc1ccc(-n2c(=O)c3cc4c(=O)n(-c5ccc(C)c(C)c5)c(=O)c4c(C(=O)c4ccc(C(=O)O)cc4)c3c2=O)cc1C
    -4% | -1.0 | -19 | -17% | -2% | 0 | -7% | 21% | -43%
COc1ccc(C(=O)OCC(=O)NC(=O)CCSc2ccccc2)cc1
    -11% | -1.6 | -16 | 0% | 1% | 2 | 1% | -6% | -13%
Cc1nnc(N/N=C\c2ccc(-c3ccccc3[N+](=O)[O-])o2)n1N
    nt | -0.2 | 11 | 0% | ? | 44 | 0% | 0% | -38%
CCSc1ccc2c(c1)N(CCCN1CCN(C)CC1)c1ccccc1S2
    1% | 0.9 | 83* | -7% | -2% | -2 | -5%&-3% | ? | 15%
CCN(CC)CCCNC(=O)c1ccc(-c2nc(CN3CCc4ccccc43)c(C)o2)cc1
    1% | -1.6 | nt | -4% | 3% | -1 | -5% | ? | -4%
